aSyn rescue: rescues yeast growth from alpha-synuclein toxicity. Yeast expressing alpha-synuclein, growth rescue, BacTiter-Glo, 24 h. Potency, µM (series often up to 46.1 µM), without a hit: at the top dose growth rescue (activation), hits mostly activators. 370,000 compounds, 0.14% hits. AID 652106; also: potency is read from the fitted curve at half-maximal effect; % of control where 0% means no effect; nearly all actives have a fitted effect of over 65% in size
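Galactose-induced alpha-syn yeast (OD600=0.02, raffinose-pregrown) + pinned cpd, 24 hr, 30 deg C; growth by BacTiter-Glo luminescence. Growth restoration scores as activation.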
Abeta yeast res: A-beta toxicity reversal in yeast; Potency, µM (series often up to 46.1 µM), without a hit: at the top dose growth rescue, actives largely listed as activators; 410,000 compounds, 0.063% hits; yeast expressing A-beta42, growth rescue, OD600, 48 h; response scale: 0% DMSO, 100% iron-clioquinol control; also: potency is read from the fitted curve at half-maximal effect; nearly all actives have a fitted effect of over 55% in size
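Yeast A-beta toxicity model in growth medium with pinned compounds, 48 h at 30 C; growth read as absorbance at 600 nm. Normalized to FeCl3/clioquinol equimolar mix (positive) and DMSO (negative).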
Mm-Cpn inhibitor: M. maripaludis TRiC chaperonin inhibition; purified Mm-Cpn ATPase, ADP Transcreener TR-FRET; Potency, µM (highest dose often 76.9 µM), inactives show at the highest dose activity, negative = inhibition, most hits filed as inhibitors; 330,000 compounds, 0.031% hits; AID 504842; also: potency is read from the fitted curve at half-maximal effect; % is scaled to controls: 0 for no effect and ±100 for the full control effect; nearly all actives have a fitted effect of over 80% in size
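Quantitative HTS used 25 nM Mm-CPN and 10 uM ATP in magnesium/KCl Tris buffer, pH 7.4, with 1 mM DTT. Hydrolysis ran 30 min at 37°C; ADP was read by HTRF.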
FUS suppressor: rescues growth of FUS-expressing yeast. AID 1347120. 390,000 compounds, 0.24% hits. Potency, µM (doses to about 76.6 µM), for inactives: at the highest dose growth rescue (activation), most hits filed as activators. S. cerevisiae FUS-expressing, growth rescue, OD600, 24 h;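 also: potency is read from the fitted curve at half-maximal effect; plate controls were DMSO vehicle for no effect and reference control for full effect; nearly all actives have a fitted effect of over 55% in size; some results filed as inactive show a strong effect at the top dose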
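S. cerevisiae expressing FUS from galactose induction served as the toxicity model. Growth after 24hr at 30C, read as absorbance at 600 nm, indicates suppression of toxicity; compounds dosed at several concentrations.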
PTHR1 ag: activates the human parathyroid hormone receptor PTHR1; HEK293 GP2 PTHR1 cells, GloSensor cAMP luminescence, 1 h; Potency, µM (highest dose often 115 µM), inactives show at the top dose activation, actives largely listed as activators; 410,000 compounds, 0.075% hits; also: potency is read from the fitted curve at half-maximal effect; nearly all actives have a fitted effect of over 55% in size; some results filed as inactive show a strong effect at the top dose; inactives centre near -15; many of its hits are not listed in these tables
Target sequence (Q03431 whole entry, looked up): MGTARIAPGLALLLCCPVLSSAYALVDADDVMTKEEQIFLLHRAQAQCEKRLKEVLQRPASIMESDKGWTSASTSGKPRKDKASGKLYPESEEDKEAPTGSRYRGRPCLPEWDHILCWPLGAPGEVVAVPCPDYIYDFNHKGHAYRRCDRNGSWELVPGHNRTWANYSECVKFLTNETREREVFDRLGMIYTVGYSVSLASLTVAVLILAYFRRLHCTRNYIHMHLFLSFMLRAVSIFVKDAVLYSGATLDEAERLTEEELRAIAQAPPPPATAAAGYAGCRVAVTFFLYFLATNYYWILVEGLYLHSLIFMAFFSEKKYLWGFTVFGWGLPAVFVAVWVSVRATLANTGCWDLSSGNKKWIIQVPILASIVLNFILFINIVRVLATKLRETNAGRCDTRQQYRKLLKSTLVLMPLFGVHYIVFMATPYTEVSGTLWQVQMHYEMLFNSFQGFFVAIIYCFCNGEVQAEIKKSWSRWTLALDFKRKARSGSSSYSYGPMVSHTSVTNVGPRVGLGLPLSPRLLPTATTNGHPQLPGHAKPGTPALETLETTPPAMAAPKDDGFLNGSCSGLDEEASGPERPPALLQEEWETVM
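HEK-293-derived GP2 cells expressing PTHR1 and a GloSensor cAMP reporter, 3,000/well, plated overnight, given luciferin plus IBMX (each 0.5 mM as added) for 1 h at 37 °C, then compound for 1 h at 37 °C. Luminescence was read after 15 min at room temperature.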
Akt phos inh: inhibitors of Akt phosphorylation; 360,000 compounds, 0.32% hits; activity change, % for hits at 50 µM; Neuro2A IGF-stimulated pAkt S473 HTRF, 20 min; active compounds read low; in the data active = activity change below about -80%; inconclusive = mostly about -51% to -80%; also: % is scaled to controls: 0 for no effect and ±100 for the full control effect
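Neuro2A cells in DMEM with 0.5% FBS, overnight at 37 deg C, given compound at single 50 µM final, then IGF (6 nM final) for 20 min at 37 deg C. Lysed; phospho-Akt Ser473 by HTRF after 24 h, 665/615 ratio.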
GLP-1R inv ag: acts as inverse agonist at human GLP-1 receptor | 410,000 compounds, 1.6% hits | HEK293 GLP-1R CRE-luciferase, luminescence, 24 h; GLP-1R form is constitutively active | Potency, µM (highest dose often 38.3 µM), inactives show at the highest dose activity change, negative = inhibition, actives largely listed as inhibitors | AID 624417; also: potency is read from the fitted curve at half-maximal effect; % is scaled to controls: 0 for no effect and ±100 for the full control effect; nearly all actives have a fitted effect of over 55% in size
Target sequence (P43220 whole entry, looked up): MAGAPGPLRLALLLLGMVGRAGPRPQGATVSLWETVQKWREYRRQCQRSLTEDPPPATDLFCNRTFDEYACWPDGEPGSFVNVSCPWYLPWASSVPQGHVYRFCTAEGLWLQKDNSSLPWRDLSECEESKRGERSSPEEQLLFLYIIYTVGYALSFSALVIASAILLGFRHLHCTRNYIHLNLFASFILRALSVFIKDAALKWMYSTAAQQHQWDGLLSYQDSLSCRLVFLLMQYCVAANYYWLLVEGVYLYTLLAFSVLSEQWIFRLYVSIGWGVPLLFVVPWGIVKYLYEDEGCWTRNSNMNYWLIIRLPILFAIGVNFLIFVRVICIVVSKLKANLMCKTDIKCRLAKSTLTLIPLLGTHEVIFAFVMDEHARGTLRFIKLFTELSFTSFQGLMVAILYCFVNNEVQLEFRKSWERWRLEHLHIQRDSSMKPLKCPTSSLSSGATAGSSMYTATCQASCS
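Inverse agonism was detected as reduced cAMP-driven luciferase luminescence after 24 h compound treatment. The cells were HEK293 clones expressing constitutively active human GLP-1R with the reporter. Reporter-only and GPR119 cell lines served as counterscreen controls.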
TDP-43 yeast inh: rescues yeast growth from TDP-43 toxicity | TDP-43 expressing yeast growth rescue, BacTiter-Glo, 24 h | Potency, µM (titrated, usually from 46.1 µM), for inactives: at the highest dose growth rescue (activation), actives largely listed as activators | 410,000 compounds, 1.8% hits | AID 652104; also: potency is read from the fitted curve at half-maximal effect; % of control where 0% means no effect; nearly all actives have a fitted effect of over 50% in size
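Cell-based yeast growth screen: TDP-43 expression induced in galactose, inoculum OD600=0.02 after raffinose pregrowth to mid-log. Read-out BacTiter-Glo luminescence at 24 hr, 30 deg C; inhibition of toxicity seen as signal increase.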
GLP1R cytotox: cytotoxicity in counter-screen for GLP-1R inverse agonists; AID 624418; 410,000 compounds, 0.13% hits; HEK293 cAMP-luciferase reporter cells, luminescence, 24 h; Potency, µM (series often up to 38.3 µM), for the others: at the top dose activity change, negative = inhibition, actives largely listed as inhibitors;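 also: loss of luciferase light is scored as toxicity; potency is read from the fitted curve at half-maximal effect; % is scaled to controls: 0 for no effect and ±100 for the full control effect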
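Step one: seed cells (200 cells/uL, DMEM with 10% Nu serum, 1% pen-strep). Step two: 12-hour incubation at 37 deg C. Step three: pin 23 nL compound, incubate 24 hr. Step four: add luciferase reagent, read luminescence 12 min later.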
Active calls of the source: *; i = inactive; ? = inconclusive; nt = not tested or not shown; & = joins results of further samples; [ ] = another dose, or the depositor's remark. Unless noted, calls follow the shape of the dose curve; as a rule, active = well fitted curve in the direction sought with a large enough effect; inconclusive = small, poorly fitted or top-dose-only effect, or another doubt; inactive = no such curve, though single readings can be large; an effect the other way counts as inactive or inconclusive. A portion of the library; the hit share may differ from the screen's.

nr	SMILES	aSyn rescue	Abeta yeast res	Mm-Cpn inhibitor	FUS suppressor	PTHR1 ag	Akt phos inh	GLP-1R inv ag	TDP-43 yeast inh	GLP1R cytotox
1	COc1ccc(Cc2nc3ccc(C(=O)N4CCCCC4CO)cc3o2)cc1OC (stereo unspecified)	0%	9%	nt	-3%	-36%[inhibitor]	i	43%[activator]	19%	5%
2	CCOC(=O)c1c(NC(=O)CSc2nc3cc(Cl)ccc3c(=O)n2Cc2ccco2)sc(C(=O)N(C)C)c1C	4%	1%	-7%	12%	0%	i	-28%	-4%	-21%
3	CC(=O)c1cccc(N(CC(=O)NC2CCCCC2)C(=O)CCC(=O)Nc2nc(C)cs2)c1	0%	-12%	0%	8%	i	i	27%	-15%	0%
4	CC(C)C[C@@H]1CN(CCCC[C@H]2CNC(=O)C(=O)N2CCC2CCCCC2)C(=O)C(=O)N1Cc1ccccc1	0%	-4%	nt	?	i	i	18%	21%	-7%
5	COc1ccc(CNc2nc(-c3ccco3)nn2C(=O)c2ccccc2Cl)cc1	nt	-6%	nt	4%	i	nt	4%	15%	-7%
6	CN(C)CCN1CCN(C2CN(Cc3ccc(F)cc3)S(=O)(=O)C2)CC1 (stereo unspecified)	5%	-6%	nt	-20%	-5%	i	-30%	8%	1%
7	CC(C)(CNC(=O)c1cc(=O)[nH]c2ccccc12)N1CCOCC1	2%	16%	0%	13%	i	i	1%	-3%	-7%
8	Cc1cc2oc(C(=O)Nc3c(C(=O)Nc4ccccc4)oc4ccccc34)cc(=O)c2cc1C	nt	-22%	nt	20%	-2%	nt	16%	7%	41%[activator]
9	Cc1cccc(N(CC(=O)N2CCCC2)S(=O)(=O)c2ccccc2)c1	-2%	6%	3%	20%	-6%	i	0%	-3%	-5%
10	COc1ccccc1NC(=O)N1CCC(c2nnc(SCC(N)=O)n2C)CC1	-8%	11%	0%	4%	-5%[57.5 µM]	i	-1%	5%	-8%
11	CCc1noc(C)c1C(=O)NCCN1C(=O)S/C(=C\c2ccccc2F)C1=O	1%	-5%	nt	-28%	-14%	i	-27%	17%	7%
12	Cc1ccc(N(C)S(=O)(=O)c2ccc(-c3cc(C)no3)s2)cc1	?	nt	-1%	19%	i	i	?	?	-16%
13	CN1CCc2nc3sc(C(=O)C45CC6CC(CC(C6)C4)C5)c(N)c3cc2C1	-63%[inhibitor]	-90%[inhibitor][9.22 µM]	1%	-14%	-5%	i	?	?	99%[activator]
14	O=C(CN1C(=O)NC2(CCCc3ccccc32)C1=O)c1ccc(F)cc1 (stereo unspecified)	11%	6%	-5%	8%	-3%	i	-30%	29%	7%
15	O=[N+]([O-])c1ccc(Cl)c2c1C1C=CCC1C(c1ccccn1)N2 (stereo unspecified)	-5%	-27%	1%	19%	-20%	i	5%	23%	10%
16	COc1ccc(-c2noc(N3CCC(C(=O)Nc4ccc(OC)c(OC)c4)CC3)n2)cc1	0%	-8%&-34%	1%	-19%&-16%	-3%	i	2%&7%	0%&6%	-1%&1%
17	Cc1cc(C)c2c3c(sc2n1)C(=O)N(C)CC(=O)N3	-7%	8%	1%	7%	-7%[57.5 µM]	nt	0%	-14%	-17%
18	CSc1ccc(Cl)c(C(=O)OCC(=O)N2CCN(c3ccccc3)CC2)c1	16%	17%	-1%	17%	-9%	i	?	?	-7%
19	CC(C)N(CC(N)=O)c1ncnc2sc(-c3ccccc3)cc12	-10%	-11%	-17%	33%	i	i	-4%	11%	-6%
20	CCCOC(=O)c1ccc(NS(=O)(=O)c2cccs2)cc1	-1%	-12%	-17%	9%	i	i	2%	-5%	-9%
21	CCOc1ccc2ccccc2c1/C=N/NC(=O)c1ccncc1	-4%	-15%	-1%	-3%	i	i	-3%	-18%	-10%
22	CC1CN(C2CCCCC2)C(=S)NC1=O (stereo unspecified)	-13%	-9%	nt	-19%	-4%	i	9%	-19%	-12%
23	COc1cccc(OC)c1C(=O)NC(=O)Nc1c(C)cccc1C	10%	3%	0%	-7%	-18%	i	26%	5%	2%
24	Cc1cccc(C)c1Nc1c(-c2ccc(O)cc2)nc2sccn12	nt	-10%	nt	20%	-3%	nt	?	24%	-14%
25	Cc1ncc([N+](=O)[O-])n1Cc1ccc(Cl)cc1	-2%	-13%	-7%	7%	-26%	i	2%	-29%	-6%
26	Fc1c(F)c(F)c(SCn2cc(Br)cn2)c(F)c1F	1%	-12%	1%	-11%	-22%	i	10%	-7%	5%
27	CC(=O)Nc1ccc(S(=O)(=O)Nc2nc3ccccc3nc2Nc2cccc(O)c2)cc1	7%	-14%	-3%	12%	-6%	i	12%	-11%	6%
28	CC(=O)c1ccc(NC(=O)CSc2nccn2C)cc1	0%	7%	1%	-2%	i	i	15%	14%	3%
29	CSc1nc2ccc(NS(=O)(=O)c3ccc(Br)s3)cc2s1	-26%	-82%[inhibitor]	2%	21%	-4%	i	-12%	7%	2%
30	O=C(Nc1ccnn1C1CCN(Cc2ccccc2OCCO)CC1)c1cccc(F)c1	0%	-5%	1%	4%	i	i	-22%	10%	-18%
31	COc1ccc(NC(=O)C[C@H]2C(=O)N(Cc3ccccc3)C[C@@H]2c2ccc(OC)cc2)cc1	-4%	1%	nt	2%	-11%	i	6%	?	1%
32	COc1ccc(CNC(=O)C2COc3ccccc3O2)c(OC)c1 (stereo unspecified)	?	24%	0%	12%	-11%	i	-13%	0%	-3%
33	Cc1cccc(C(=O)Nc2ccc(N3CC=C(c4ccccc4C)CC3)c(C(=O)O)c2)c1	nt	-11%	nt	-7%	i	nt	1%	0%[9.22 µM]	0%
34	CC(C)(CC(=O)O)CC(=O)N1CCN(c2nc3ccc(Cl)cc3s2)CC1	9%	-4%	-1%	-22%	i	i	69%[activator]	8%	7%
35	CCOc1ccccc1NC(=O)c1cc(-c2ccccn2)nc2ccccc12	0%	-15%	1%	-2%	-25%	i	9%	27%	3%
36	Cc1ccc2c(c1)C1(SCCS1)C(=O)N2	9%	-5%	1%	18%	-9%[57.5 µM]	nt	?	-2%	?
37	Cc1cc(C)cc(OCCNC(=O)C2CCN(S(=O)(=O)c3ccccc3)CC2)c1	9%	-10%	0%	nt	-16%	i	-25%	5%	-1%
38	O=C1CCCN1c1ccc([N+](=O)[O-])cc1	0%	2%	nt	-8%	-19%	i	9%	17%	3%
39	Cc1ccc(Sc2ccc(NC(=O)CCl)cc2)cc1C	-35%[inhibitor]	2%	-2%	-4%	-67%[inhibitor]	i	?	?	-27%
40	O=C(CCCC(=O)c1ccccc1)NCc1ccccc1	3%	-16%	0%	-28%	-15%	i	19%	-8%	3%
41	CC(=O)Nc1cccc(-c2nc3ccccc3s2)c1C	5%	5%	-3%	-17%	i	i	4%	10%	-2%
42	COc1ccc(NC(=O)N2CCCC(C(=O)NCCc3ccccc3)C2)cc1 (stereo unspecified)	0%	6%	1%	13%	i	i	-10%	2%	-5%
43	CCOC(=O)CNC(=O)c1ccc2[nH]c3ccccc3c2c1	5%	1%	0%	-29%	-20%	i	-28%	?	-9%
44	O=C(NCc1ccccc1)C(c1cccc2ccccc12)n1c(=O)c(-c2ccccc2)nc2ccccc21 (stereo unspecified)	4%	-2%	nt	28%	14%	i	?	16%	1%
45	Cc1ccc(C)c(NC(=O)CN(C)C(=O)COc2cccc3c2OC(C)(C)C3)c1	9%	7%	4%	12%	-33%[inhibitor]	i	-13%	-11%	-7%
46	CC(NCCCSc1ccccc1)C(O)c1ccc(O)cc1 (stereo unspecified)	3%	0%	nt	-12%	i	i	25%	22%	14%
47	O=CNc1cc(-c2ccoc2)cn2c(-c3ccc(F)cc3)cnc12	-3%	-5%	nt	23%	-22%	i	22%	?	-5%
48	O=C(COc1ccccc1[N+](=O)[O-])N1CCCc2ccccc21	16%	2%	2%	10%	-7%	i	?	14%	-2%
49	O=C(/C=C/c1ccccc1)N/C(=C/c1ccccc1)C(=O)Nc1cccc(C(=O)O)c1	-4%	-11%	1%	?	i	i	11%	11%	-2%
50	O=C(c1ccc(Cl)cc1)C1CCCN(Cc2ccc(Oc3ncccn3)cc2)C1 (stereo unspecified)	-3%	-2%	-1%	26%	-1%	i	?	-1%	4%
51	O=C(ONC1=NCCCCC1)c1ccc(Cl)cc1	-77%[inhibitor]	-93%[inhibitor]	0%	-18%	0%	i	?	?	?
52	Cc1cccc(C(=O)Nc2cc(OCc3cccc(F)c3)c(Cl)cc2Cl)c1	-1%	21%	1%	7%	-8%[57.5 µM]	i	12%	20%	1%
53	NS(=O)(=O)c1cccc(NC(=O)c2cccs2)c1	11%	8%	2%	-5%	-4%	i	2%	0%	9%
54	CCCSc1nc(C)cc(C)c1S(=O)(=O)c1ccccc1C	-13%	1%	-1%	5%	i	i	8.9µM*	-13%	85%[activator]
55	O=C(O)C1C2C=CC(C2)C1C(=O)NC1CCN(Cc2ccccc2)CC1 (stereo unspecified)	-5%	-8%	0%	11%	-29%	i	3%	-2%	0%
56	CC1=C(C(N)=O)C(c2cccnc2)n2nc(-c3cccc(Cl)c3)nc2N1 (stereo unspecified)	-16%	7%	-5%	-28%	i	i	25%	9%	-8%
57	CCC(=O)NC(c1cccs1)c1ccc2cccnc2c1O (stereo unspecified)	?	?	2%	?	i	i	?	-14%	?

Screens as filed in PubChem BioAssay.
